MrgX1 PAM – positive allosteric modulators of MrgX1, primary screen, HEK293 cells, Fluo-4 calcium flux. FDSS; active compounds read high. B-score at 10 µM. actives 0.63% (n = 310,000);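 active = plate-corrected calcium response at least 3 library SD above typical, normal starting fluorescence, not activating the receptor alone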;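 note: compound read alongside a low EC10 to EC30 dose of BAM8-22 agonist; peak minus trough fluorescence over baseline measured at the second addition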
TRPC4 inh – inhibitors of mouse TRPC4 channel, primary screen, Fluo4 calcium, HEK293 TRPC4beta/mu-opioid cells | DAMGO-evoked Fluo4 calcium flux; active compounds read low | actives 0.39% (n = 300,000) | B-score at 10 µM | Short transient receptor potential channel 4 (Mus musculus), Q9QUQ5;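 active = B-score over 3 SD under the library average, no early fluorescence shift, positive overall ratio signal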
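Test system – stable TRPC4beta/mu-opioid receptor HEK293 cells · Probe or stimulus – DAMGO, a submaximal dose followed by a maximal one · Dosing – one concentration per compound · Signal – Fluo4 calcium fluorescence by kinetic imaging, 5 s 1 Hz baseline · Evaluation – per-well B score of integrated baseline-normalized Fluo4 ratio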
RGS4 pot – RGS4 potentiators or activators, primary screen, cell-based, HEK293 M3R inducible RGS4, calcium flux; actives 0.92% (n = 310,000); B-score at 10 µM; carbachol calcium flux Fluo4; active compounds read low; AID 463111, 2010;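 active = B-score of the integrated calcium signal more than 4 SD below the library mean, with starting fluorescence not abnormally high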;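 note: negative B-score means reduced calcium response which marks RGS4 activation or potentiation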
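Also added: carbachol at ECmax as muscarinic agonist stimulus; Assay system: HEK293 cells with stable M3R and inducible RGS4; Timing: overnight RGS4 induction, 30 min dye load 37 °C, 20 min compound RT; Measured by: Fluo4-AM (2 µM) calcium-flux fluorescence, kinetic read.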
RGS4 inh – RGS4 inhibitors, primary screen, cell-based, HEK293 M3R inducible RGS4, calcium flux; Fluo-4 calcium flux; active compounds read high; triggered by carbachol at its EC20; actives 0.45% (n = 310,000); Regulator of G-protein signaling 4 (Homo sapiens), P49798; B-score at 10 µM;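 active = B-score, a plate-corrected calcium signal, over three deviations above library mean, with baseline fluorescence within five deviations of library mean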;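 note: RGS4 expression induced by doxycycline in cells with stable M3 receptor; B-score is computed from the integrated fluorescence ratio over baseline after carbachol; higher B-score means a larger calcium signal and so more RGS4 inhibition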
Target sequence (P49798 whole entry, looked up): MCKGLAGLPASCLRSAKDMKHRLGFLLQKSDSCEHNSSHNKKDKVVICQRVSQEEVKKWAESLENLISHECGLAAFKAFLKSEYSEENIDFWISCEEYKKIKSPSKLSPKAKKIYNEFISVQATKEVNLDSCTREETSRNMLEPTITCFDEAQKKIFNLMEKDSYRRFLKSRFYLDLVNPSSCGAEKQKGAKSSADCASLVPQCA
MrgX1 antag – antagonists of human MrgX1 receptor, primary screen, HEK293 cells, Fluo-4 calcium flux | BAM8-22 antagonism; active compounds read low | B-score at 10 µM | actives 1.3% (n = 310,000);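 active = calcium-response B-score plate-corrected more than 3 library SD below zero, starting fluorescence within 5 deviations, no agonist response on first addition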;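 note: peak minus trough fluorescence over baseline after final BAM8-22 challenge near maximal dose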
TRPC6 act – mouse TRPC6 channel activators, primary screen, cell-based, HEK293, membrane potential dye; HEK293-TRPC6 membrane potential dye fluorescence; active compounds read high; B-score at 10 µM; actives 0.13% (n = 310,000); AID 2550, 2010;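 active = B-score of the integrated fluorescence ratio above library mean plus 3 SD, and starting fluorescence ratio within library mean plus 5 SD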;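 note: higher score means more depolarization so channel activation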
Target sequence (Q61143 whole entry, looked up): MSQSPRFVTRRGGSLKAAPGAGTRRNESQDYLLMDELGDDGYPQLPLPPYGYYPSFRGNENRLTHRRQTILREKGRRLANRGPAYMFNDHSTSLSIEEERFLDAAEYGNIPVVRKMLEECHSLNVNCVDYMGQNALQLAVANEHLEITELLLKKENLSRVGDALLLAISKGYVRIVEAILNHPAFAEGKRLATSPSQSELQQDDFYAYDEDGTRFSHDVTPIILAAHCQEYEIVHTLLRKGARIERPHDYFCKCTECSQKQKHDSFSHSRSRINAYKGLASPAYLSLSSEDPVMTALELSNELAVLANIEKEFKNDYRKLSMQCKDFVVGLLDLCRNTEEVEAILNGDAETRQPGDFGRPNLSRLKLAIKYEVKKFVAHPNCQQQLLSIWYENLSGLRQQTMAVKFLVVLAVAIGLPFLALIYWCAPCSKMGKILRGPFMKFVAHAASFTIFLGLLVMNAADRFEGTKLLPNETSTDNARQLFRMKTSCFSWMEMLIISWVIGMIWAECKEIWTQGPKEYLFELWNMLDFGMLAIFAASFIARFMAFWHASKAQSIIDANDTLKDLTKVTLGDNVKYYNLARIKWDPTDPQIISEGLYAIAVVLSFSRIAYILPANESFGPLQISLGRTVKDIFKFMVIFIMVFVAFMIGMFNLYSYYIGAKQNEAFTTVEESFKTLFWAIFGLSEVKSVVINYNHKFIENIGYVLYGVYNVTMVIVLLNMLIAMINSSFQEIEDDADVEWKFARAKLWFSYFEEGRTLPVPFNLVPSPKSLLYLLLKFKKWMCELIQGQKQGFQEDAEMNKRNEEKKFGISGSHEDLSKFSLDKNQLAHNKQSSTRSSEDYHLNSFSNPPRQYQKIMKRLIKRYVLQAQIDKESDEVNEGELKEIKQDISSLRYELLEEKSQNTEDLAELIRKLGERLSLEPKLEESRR
TRPC6 inhibitor – mouse TRPC6 channel inhibitors, primary screen, cell-based, HEK293, membrane potential dye; Short transient receptor potential channel 6 (Mus musculus), Q61143; ACh-evoked depolarization; active compounds read low; B-score at 10 µM; actives 1.1% (n = 310,000);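 active = B-score under library mean minus 3 SD, initial fluorescence not abnormally high, positive integrated signal ratio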;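 note: B-score derived from integrated fluorescence ratio over the kinetic read; more negative B-score means stronger inhibition of depolarization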
Platelet DG rel – inhibitors of platelet dense granule secretion, primary screen, cell-based, MLPCN, human platelets; human platelet-rich plasma, SFLLRN dense granule ATP release, luminescence; inhibition, %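 (compounds screened at 7.5 µM in platelet-rich plasma)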; actives 0.22% (n = 300,000); AID 1663, 2009;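 active = mean replicate score, as percent of positive control, at or above 50; inconclusive = mean below 50 but at least one replicate at or above 50; inactive = mean and every replicate below 50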
MrgX1 ag – agonists of human MrgX1 receptor, primary screen, HEK293 cells, Fluo-4 calcium flux; Mas-related G-protein coupled receptor member X1 (Homo sapiens), Q96LB2; Fluo-4 calcium fluorescence, agonist mode; active compounds read high; B-score at 10 µM; actives 0.44% (n = 310,000); AID 588627, 2011;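 active = calcium response B-score plate-corrected fluorescence ratio at least 3 library SD, with starting fluorescence B-score inside 5 SD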
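Assay system: stable human MrgX1 HEK293 cell line. Quantity: 15,000 cells per well. Schedule: cells plated overnight, dye loaded 0.5 h 37 °C, 0.5 h room temperature. Detection: Fluo-4 NW calcium-flux fluorescence, kinetic read. Read-out basis: peak-minus-minimum fluorescence over baseline, converted to B scores. Control set: positive and negative control wells on each plate.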
SKKanGAS inh – S. pyogenes SKKanGAS growth inhibitors in kanamycin, primary screen, streptokinase expression inhibitor project, SKKanGAS strain, BacTiter-Glo luminescence | 6 h | inhibition, % at 7.5 µM | actives 1.3% (n = 300,000);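 active = mean replicate score, as percent of positive control median, at least 50; inconclusive = mean below 50 but one replicate at or above 50; inactive = mean and every replicate below 50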;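 note: strain carries kanamycin resistance gene driven by streptokinase promoter and grows in 40 µg/ml kanamycin; loss of luminescence reflects streptokinase promoter inhibition or plain growth inhibition; 0% = median of DMSO wells and 100% = positive control at its reference dose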
HIF act – HIF pathway transcriptional activators, primary screen, cell-based, U2OS HRE-luciferase, luminescence; actives 0.32% (n = 300,000); activation, % at 7.5 µM (by protocol); AID 1910, 2009; U2OS HRE-luciferase reporter; normalized: DMSO 0%, desferrioxamine 100%;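 active = mean activation of at least 10% of the iron chelator positive control signal, with at least half of replicates also reaching 10%; inconclusive = mean and replicate majority disagree about reaching 10%; inactive = mean and most replicates under 10%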
An asterisk follows results filed as active; i = inactive; ? = inconclusive; nt = not tested or not shown.

SMILES	MrgX1 PAM	TRPC4 inh	RGS4 pot	RGS4 inh	MrgX1 antag	TRPC6 act	TRPC6 inhibitor	Platelet DG rel	MrgX1 ag	SKKanGAS inh	HIF act
COc1cccc(CNC(=O)C(=O)NCCC2CCCCN2S(=O)(=O)c2cccs2)c1 (centres undefined)	i	i	i	i	i	i	i	-16	i	7	-0.2
COc1ccc(NC(=O)C(=O)NCCN2CCN(C(=O)C(c3ccccc3)c3ccccc3)CC2)cc1	i	i	i	i	i	i	i	-3	i	-4	-0.1
Cc1ccc(Nc2nc(C)cs2)cc1	i	i	i	i	i	i	i	10	i	-1	0.5
COc1cccc(C(=O)O/N=C(\N)c2ccncc2)c1OC	i	i	i	i	i	i	i	-3	i	0	2.4
O=C(Cc1ccccc1)N/N=C/c1ccc(OCC(=O)Nc2ccccc2)cc1	i	i	i	i	i	i	i	3	i	0	1.4
O=C(Nc1ccc(Cl)c(Cl)c1)Nc1ccc([N+](=O)[O-])cn1	i	i	i	i	i	i	i	-1	i	17	2.6
COc1ccc(NC(=O)C2CCCN(S(=O)(=O)c3cccc4cccnc34)C2)cc1 (centres undefined)	i	i	i	i	i	i	i	2	i	-4	-0.4
O=[N+]([O-])c1cc(C(F)(F)F)cc([N+](=O)[O-])c1N1CCCNCC1	i	i	i	i	i	i	i	2	i	-6	0.5
CCOC(=O)CSc1nc(-c2ccccc2)nc2c1oc1ccccc12	i	i	-7.3*	i	i	i	i	-3	i	18	-0.3
Cc1c(CC(=O)N[C@H](C(=O)O)C(C)C)c(=O)oc2cc3c(cc12)CCC(C)(C)O3	i	i	i	i	i	i	i	-6	i	8	0.0
O=C(NCc1ccco1)c1cnc2ccccn2c1=O	i	i	i	i	i	i	i	13	i	-4	0.4
CC(=O)Nc1ccc(C(=O)OCC(=O)NCc2ccc(Cl)cc2)cc1	i	i	i	i	i	i	i	-1	i	-9	0.3
COc1ccc(S(=O)(=O)N2CCOC23CCN(S(=O)(=O)c2cccs2)CC3)cc1	nt	i	i	i	nt	i	i	1	nt	-5	-2.8
N#Cc1c(-c2ccc(Cl)cc2)nc2n(c1=O)CCCS2	i	i	i	i	i	i	i	-1	i	24	-0.5
CCCCCN(C(=O)CCC(=O)OCc1cc(C(C)=O)ccc1OC)c1c(N)n(CCCC)c(=O)[nH]c1=O	i	i	i	i	i	i	i	-2	i	-7	-0.3
COC(=O)c1ccc(NC(=O)Cn2nc(C)cc2C)cc1	i	i	i	i	i	i	i	1	i	-3	-0.4
CC(=O)c1c(N2CCN(C)CC2)[nH]c(-c2ccccc2)nc1=S	i	i	i	i	i	i	i	?	i	-2	-0.1
O=C(NCC(c1cccs1)N1CCOCC1)c1cc(-c2ccccn2)nc2ccccc12 (centres undefined)	i	i	i	i	i	i	i	3	i	-7	0.2
Fc1cccc(COc2ccccc2C(=S)N2CCCC2)c1	i	i	i	i	i	i	i	-13	i	-2	0.7
O=C(O)COc1ccccc1/C=N/NC(=O)CSc1nc2ccccc2c(=O)n1-c1ccc(Cl)cc1	i	i	i	i	i	i	i	-2	i	-1	-0.2
O=c1c2ccc(Cl)cc2nc2n1CC/C2=C\c1cccc(O)c1	i	i	i	i	i	i	i	5	i	40	0.0
CCSc1nnc(NC(=O)CSc2nc3c(c(=O)n2CC)SC(C)C3)s1 (centres undefined)	i	i	i	i	i	i	i	8	i	10	0.0
CCOC(=O)C(=O)N/N=C/c1ccc(F)cc1	i	i	i	i	i	i	i	1	i	1	-0.2
COc1cc(/C=C/C(=O)Nc2ccc3[nH]c(=O)[nH]c3c2)cc(OC)c1OC	i	i	i	i	i	i	i	0	i	20	-0.4
CCOc1cc(CNCCO)c(Cl)cc1OCC(=O)NCCc1ccccc1	i	i	i	i	i	i	i	-3	i	-2	0.1
Cc1cc(OCCN2CC(C)OC(C)C2)ccc1[N+](=O)[O-] (centres undefined)	i	i	i	i	i	i	i	0	i	-2	0.0
Cc1cc[n+](C2=C([O-])c3ccccc3C(=O)/C2=N\S(=O)(=O)c2cccs2)cc1C	i	i	i	i	i	i	i	2	i	19	-2.3
CC(C)(C)NC(=O)c1nc2ccccc2s1	i	i	i	i	i	i	i	0	i	-4	1.1
CN(C(=O)c1cc2sccc2n1C)C1CCCCC1	i	i	i	i	i	i	i	15	i	-3	2.5
Cc1nc2ccc(S(=O)(=O)NCC(=O)N3CCc4ccccc4C3)cc2s1	i	i	i	i	i	i	i	3	i	-3	-0.4
COCc1nc2ccccc2n1Cc1ccccc1C	i	i	i	i	i	i	i	-22	i	-7	-0.9
Cc1nnc(SCc2ccc(C(=O)c3ccc(Cl)cc3)o2)n1-c1ccccc1	i	i	i	i	i	i	-6*	2	i	-9	nt
Nc1nc(C(=O)N2CCOCC2)nn1S(=O)(=O)c1ccc(Cl)cc1	i	i	i	i	i	i	i	1	i	-5	1.0
CN(CC(=O)Nc1nccs1)S(=O)(=O)c1ccc(F)cc1	i	i	i	i	i	i	i	-1	i	-3	0.3
CCC(=O)N(C)CCc1cc2c(c(OC)c1/C=N/Nc1ccc(C(=O)O)cc1)OCO2	i	i	i	i	i	i	i	-1	i	0	-0.4
CCN(CC)CCC(=O)Nc1ccc2c(c1)N(C(=O)CN(CC)CC)c1ccccc1CC2	i	i	i	i	i	i	i	4	i	-2	-0.2
O=C1CC(c2ccc(F)cc2)CC2=C1C(c1ccc([N+](=O)[O-])o1)Nc1ccccc1N2 (centres undefined)	i	i	i	i	i	i	i	13	i	-8	0.2
C=CCN=C1S/C(=C/c2ccc([N+](=O)[O-])cc2)C(=O)N1CC=C	i	i	i	i	i	i	i	-35	i	2	-0.1
Cc1nn(C2CCS(=O)(=O)C2)c(Cl)c1/C=C/C(=O)OCC(=O)Nc1ccccc1OC(F)F (centres undefined)	i	i	i	i	i	i	i	-2	i	10	-0.4
COCc1cc(C)nc(OCC(=O)N/N=C/c2cccc(OC)c2)c1C#N	i	i	i	i	i	i	i	-5	i	16	-27
O=C(NNc1cc(Cl)ccc1Cl)c1c(F)cccc1Cl	i	i	i	i	i	i	i	1	i	-8	-0.2
Cc1ccc2c(c1)-c1cc(C)nn1C(c1ccc3c(c1)OCO3)N2 (centres undefined)	i	i	i	i	i	i	i	5	i	1	1.1
Cc1noc(C)c1C(=O)OCC(=O)C12CC3CC(CC(C3)C1)C2	i	i	i	i	i	i	i	5	i	5	-1.3
CC1=CC(C)(C)N(C(=O)CN2C(=O)c3ccccc3C2=O)c2ccccc21	i	i	i	i	i	i	i	10	i	15	-0.2
Cc1ccc(C)c2[nH]c(=O)c(CCNC(=O)c3ccc(Br)o3)cc12	i	i	i	i	i	i	i	2	i	-10	-0.3
COc1ccc(N(C(=O)Cn2nnc3ccccc32)C(C(=O)NCc2ccco2)c2cccnc2)cc1 (centres undefined)	i	i	i	i	i	i	i	11	i	4	0.0
COc1cccc(CC2CC(=O)N(c3ccc4c(C)cc(=O)oc4c3)C2=O)c1 (centres undefined)	i	i	i	i	i	i	i	0	i	-4	-0.8
CCn1c(-c2cc(-c3ccccc3OC)nc3ccccc23)n[nH]c1=S	i	i	i	i	i	i	i	1	i	17	0.1
CN1CC=C2C(C#N)=C(N)C(C#N)(C#N)[C@H](c3cccs3)[C@H]2C1	i	i	i	i	i	i	i	-16	i	-11	-0.2
CC(Sc1nncn1C)C(=O)NCc1ccc2c(c1)OCO2 (centres undefined)	i	i	i	i	i	i	i	6	i	2	-0.9
O=C(O)CNC(=S)N(Cc1ccccc1Cl)C1CCCCC1	i	i	i	i	i	i	i	12	i	8	-0.3
CC(=O)Nc1ccc(S(=O)(=O)N2CCN(CCC#N)CC2)cc1	i	i	i	i	i	i	i	5	i	-1	-0.2
CCn1c(=O)n(CC)c2cc(N3CCCC3)c(NC(=O)c3ccccc3OC)cc21	i	i	i	i	i	i	i	-7	i	12	0.1
O=C(COC(=O)c1ccccc1[N+](=O)[O-])c1ccc(C2CCCCC2)cc1	i	i	i	i	i	i	i	3	i	2	-9.6
CCOC(=O)C1CCCN(C/C(O)=C(\C#N)c2nc(-c3ccccc3)cs2)C1 (centres undefined)	i	i	i	i	i	i	i	-4	i	-9	nt
CCCC[C@@H]1CNC(=S)N1CCCC	i	i	i	i	i	i	i	-6	i	-2	-0.6
CC[n+]1c(/C=C2\C=C(C)CC(C)C2)sc2ccccc21 (centres undefined)	i	i	i	i	i	i	i	3	i	-2	-0.1
COc1ccccc1NC(=O)NC1CCCc2ccccc21 (centres undefined)	i	i	i	i	i	i	i	-3	i	26	-0.2
Cc1ccc(C(=O)O/N=C2/CC3CCC2(C)[C@@]3(C)CBr)cc1 (some centres undefined)	i	i	i	i	i	i	i	6	i	-9	-0.2
CC1CN(C(=S)Nc2ccc(SC(F)F)cc2)CC(C)O1 (centres undefined)	i	i	i	i	i	i	-6.5*	-2	i	14	0.2

(listing goes on)
SMILES	MrgX1 PAM	TRPC4 inh	RGS4 pot	RGS4 inh	MrgX1 antag	TRPC6 act	TRPC6 inhibitor	Platelet DG rel	MrgX1 ag	SKKanGAS inh	HIF act
O=C(NCc1ccccc1Cl)C1CCN(C(=O)c2sccc2-n2cccc2)CC1	i	i	i	i	i	i	i	1	i	-5	0.2
CC1CCCCN1C(=O)COc1ccc(F)cc1 (centres undefined)	i	i	i	i	i	i	i	6	i	-13	-0.2
CCOC(=O)C1CCN(C(=O)Cn2c(=O)oc3cc(S(=O)(=O)N4CCCC4)ccc32)CC1	i	i	i	i	-5.1*	i	i	37	i	-1	-0.2
Cc1ccc(NC(=O)CSc2nc(C)c(Cc3ccccc3)c(=O)[nH]2)cc1	i	i	i	i	i	i	i	4	i	13	0.5

Screening data (PubChem)
